Assay outcomes deposited in PubChem BioAssay by National Center for Advancing Translational Sciences (NCATS).
SMN2 splice up: qHTS Assay for Enhancers of SMN2 Splice Variant Expression; AID 1458, 2008; HEK293 SMN2-luciferase splicing reporter, luminescence, 30-36 h; Potency, µM (titrated, usually from 46.1 µM), inactives show top-dose activity change, positive = activation, hits mostly activators; 2.8% of 210,000 active; further: % of control where 0% means no effect; nearly all actives have a fitted effect of over 55% in size
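HEK293 cells carry an SMN2 minigene-luciferase reporter in which exon 7 inclusion puts luciferase in frame. Cells were seeded at 2000 cells/well, attached for 10-12 hours, then exposed to compounds for 30-36 hours at 37C before ONE-Glo luminescence.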
ALDH1A1 block: qHTS Assay for Inhibitors of Aldehyde Dehydrogenase 1 (ALDH1A1); Aldehyde dehydrogenase 1A1 (Homo sapiens), P00352; Purified ALDH1A1, NADH fluorescence, propionaldehyde substrate; Potency, µM (titrated, usually from 75.3 µM), inactives show top-dose activity, negative = inhibition, hits mostly inhibitors; 7.3% of 220,000 active; active means well fitted inhibition curve with a large enough effect, not every such curve was filed as active; inconclusive means small, poorly fitted or top-dose-only effect, or another doubt; inactive means no such curve, though single readings can be large or run the other way;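 further: plate controls were no enzyme wells and a reference inhibitor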
Target sequence (P00352 whole entry, looked up): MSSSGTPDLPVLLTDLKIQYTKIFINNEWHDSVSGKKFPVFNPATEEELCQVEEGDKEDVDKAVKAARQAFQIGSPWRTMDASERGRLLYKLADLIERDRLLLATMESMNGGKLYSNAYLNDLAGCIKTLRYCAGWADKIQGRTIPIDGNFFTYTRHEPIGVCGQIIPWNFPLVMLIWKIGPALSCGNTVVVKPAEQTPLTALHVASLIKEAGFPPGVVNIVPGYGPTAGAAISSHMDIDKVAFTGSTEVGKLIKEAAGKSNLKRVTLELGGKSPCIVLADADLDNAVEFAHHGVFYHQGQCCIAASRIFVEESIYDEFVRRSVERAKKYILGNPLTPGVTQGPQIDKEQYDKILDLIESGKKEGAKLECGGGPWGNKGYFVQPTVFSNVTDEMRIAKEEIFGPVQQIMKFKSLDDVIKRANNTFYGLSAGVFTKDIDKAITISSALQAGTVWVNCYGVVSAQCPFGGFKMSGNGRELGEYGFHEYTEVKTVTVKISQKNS
aGal spleen mod: qHTS Assay for Inhibitors and Activators of Human alpha-Galactosidase From Spleen Homogenate. human spleen homogenate, 4MU-alpha-Gal fluorescence, 40 min. Potency, µM (highest dose often 80 µM), inactives show at the highest dose activity change, negative = inhibition, actives largely listed as inhibitors. 0.008% of 240,000 active. AID 2107, 2009;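 further: 0% = enzyme with vehicle and -100% = no enzyme basal signal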
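Human spleen homogenate (1 ug) as enzyme source, 4-methylumbelliferyl-alpha-D-galactopyranoside 1 mM final, citrate/phosphate pH 5.0 with 0.01% Tween-20. Compounds 40 min at 37C, NaOH/glycine stop; fluorescence Ex 365/Em 440, Hill-fit AC50.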
GAA glycogen mod: qHTS Assay for Inhibitors and Activators of Human alpha-Glucosidase Cleavage of Glycogen; 0.38% of 300,000 active; Potency, µM (doses to about 76.4 µM), without a hit: at the highest dose activity change, negative = inhibition, hits mostly inhibitors; recombinant GAA, glycogen substrate, Amplex Red glucose oxidase fluorescence; Lysosomal alpha-glucosidase (Homo sapiens), P10253;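 further: 0% = full enzyme reaction and -100% = no-enzyme basal signal; the screen sought inhibitors and activators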
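Recombinant enzyme (4 nM final) with compounds titrated up to 77 uM and bovine liver glycogen (30 ug) in citrate pH 5.0, 0.01% Tween-20, 37 C 40 min. Released glucose detected by Amplex Red/glucose oxidase (Ex 573/Em 610); AC50 from Hill fits.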
KDM4E inh: qHTS Assay for Inhibitors of Human Jumonji Domain Containing 2E (JMJD2E); Lysine-specific demethylase 4E (Homo sapiens), B2RXH2; Potency, µM (top dose mostly 57.1 µM), without a hit: top-dose activity change, negative = inhibition, most hits filed as inhibitors; 1.6% of 230,000 active; JMJD2E catalytic domain, FDH-coupled NADH fluorescence (FDH is formaldehyde dehydrogenase); active means well fitted inhibition curve with a large enough effect, not every such curve was filed as active; inconclusive means small, poorly fitted or top-dose-only effect, or another doubt; inactive means no such curve, though single readings can be large or run the other way;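 further: 0% = wells with enzyme and -100% = buffer wells without enzyme; nearly all actives have a fitted effect of over 50% in size; many of its hits are not listed in these tables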
GAA inh: qHTS Assay for Inhibitors of Human alpha-Glucosidase as a Potential Chaperone Treatment of Pompe Disease. Lysosomal alpha-glucosidase (Homo sapiens), P10253. purified human GAA, 4-MU-alpha-glucoside fluorescence. Potency, µM (doses to about 76.9 µM), for inactives: top-dose activity change, negative = inhibition, hits mostly inhibitors. 0.005% of 200,000 active;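 further: plate controls were uninhibited enzyme wells for no effect and no-enzyme background for full effect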
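Enzyme (4 nM final) mixed with compound (up to 77 uM), then 4-MU-alpha-D-pyranoside (400 uM final) added; 20 min at room temperature, pH 5.0. Reaction stopped at pH 10, fluorescence read, AC50 derived by Hill fit.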
aGlu spleen mod: qHTS Assay for Inhibitors and Activators of Human alpha-Glucosidase From Spleen Homogenate. Lysosomal alpha-glucosidase (Homo sapiens), P10253. human spleen homogenate, 4-MU-alpha-glucoside fluorescence. Potency, µM (highest dose often 79.9 µM), inactives show top-dose activity change, negative = inhibition, usual class: inhibitors. 0.006% of 240,000 active. AID 2112, 2009;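 further: 0% = enzyme with vehicle and -100% = no enzyme basal signal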
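Compounds were titrated against alpha-glucosidase in spleen homogenate at pH 5.0, with 1 mM 4-methylumbelliferyl substrate for 40 min at 37 C. Reactions were quenched with pH 10 NaOH/glycine and fluorescence measured.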
RGS12 GoLoco inh: qHTS Assay for Inhibitors of RGS12 GoLoco Motif Activity (Red Fluorophore). Guanine nucleotide-binding protein G(i) subunit alpha-1 (Homo sapiens), P63096. Potency, µM (doses to about 61.6 µM), for the others: at the top dose activity, negative = inhibition, actives largely listed as inhibitors. Gai1:RGS12 GoLoco peptide FP, rhodamine, 10 min. 0.44% of 230,000 active; active means well fitted inhibition curve with a large enough effect, not every such curve was filed as active; inactive means no such curve, though single readings can be large or run the other way; further: on the % scale 0 is the no-effect control and ±100 the full control effect; nearly all actives have a fitted effect of over 30% in size; many of its hits are not listed in these tables
Target sequence (P63096 whole entry, looked up): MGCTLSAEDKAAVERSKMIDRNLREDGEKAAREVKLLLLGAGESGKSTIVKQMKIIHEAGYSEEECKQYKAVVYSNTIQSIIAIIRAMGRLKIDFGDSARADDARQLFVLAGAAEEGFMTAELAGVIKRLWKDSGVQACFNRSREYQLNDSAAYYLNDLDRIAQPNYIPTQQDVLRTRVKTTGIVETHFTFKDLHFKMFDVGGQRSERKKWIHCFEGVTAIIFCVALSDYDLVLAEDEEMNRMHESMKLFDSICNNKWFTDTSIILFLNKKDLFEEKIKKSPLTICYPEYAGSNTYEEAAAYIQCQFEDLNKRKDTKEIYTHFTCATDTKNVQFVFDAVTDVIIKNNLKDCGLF
The depositor's hits bear a star; ? = inconclusive; . = no result given; [ ] = remark or other dose. Unless noted, the call rests on the fitted dose curve; in most records, active means well fitted curve in the direction sought with a large enough effect; inconclusive means small, poorly fitted or top-dose-only effect, or another doubt; inactive means no such curve, though single readings can be large; an effect the other way counts as inactive or inconclusive. Potency means the concentration at half of the fitted maximal effect. These rows are one share of the data; count on the stated rates, not on these rows.

Start of the data: the first 2 entries, ahead of the listing:
item	SMILES	GAA glycogen mod	aGlu spleen mod	GAA inh	ALDH1A1 block	SMN2 splice up	aGal spleen mod	RGS12 GoLoco inh	KDM4E inh
1	COc1ccc(C(=O)NCc2ccccc2OC)c(OC)c1	-6%	1%	?	?	-5%	-3%	-27%	1%
2	COc1ccccc1-n1cnnc1SCC(=O)c1cc(C)n(Cc2cccs2)c1C	-4%	-17%	-9%	1.3µM*	1%	-10%	-2%	-22%

All compounds of this part, from the start:
item	SMILES	GAA glycogen mod	aGlu spleen mod	GAA inh	ALDH1A1 block	SMN2 splice up	aGal spleen mod	RGS12 GoLoco inh	KDM4E inh
1	COc1ccc(C(=O)NCc2ccccc2OC)c(OC)c1	-6%	1%	?	?	-5%	-3%	-27%	1%
2	COc1ccccc1-n1cnnc1SCC(=O)c1cc(C)n(Cc2cccs2)c1C	-4%	-17%	-9%	1.3µM*	1%	-10%	-2%	-22%
3	O=C(NCc1cccnc1)c1nc(-c2cccs2)no1	17%	-2%	6%	10%	14%	-6%	15%	13%
4	COC(CNC(=O)c1ccc(N2CCC3(CC2)OCCO3)c([N+](=O)[O-])c1)OC	0%	-5%	-1%	28µM*	-5%	3%	2%	-2%
5	CC(C)CC(=O)NC(=S)Nc1nc(-c2ccc(Cl)cc2)cs1	9%	0%	-2%	7%	3%	-10%	-5%	4%
6	O=C(CSCCc1ccccn1)Nc1cccnc1Cl	5%	-3%	-6%	?	-5%	1%	-13%	-3%
7	Cc1cc(NC(=O)c2cc(-c3ccco3)on2)nn1Cc1ccc(Cl)cc1	5%	-5%	-7%	?	-24%	3%	70%[activator]	490%[activator]
8	CCCCC(=O)Nc1cccc(-c2cn3ccccc3n2)c1	-5%	3%	-6%	28µM*	.	-21%	.	-2%
9	OC1CCN(Cc2cccc3ccccc23)CC1	4%	2%	.	.	.	6%	-6%	-30%
10	CC1Cc2ccccc2N1C(=O)Cn1nc(C(=O)O)c2ccccc2c1=O (stereo not given)	5%	-4%	-5%	1%	0%	-7%	7%	1%
11	CCCC(=O)Nc1nc(C)c(C(C)=O)s1	10%	-2%	3%	?	.	-10%	-2%	-28%
12	Cc1nc2c(Cl)cc(Cl)cc2[nH]1	12%	-6%	-3%	-11%	-18%	-1%	2%	6%
13	Cc1ccc(NC(=O)CCn2c(=S)oc3ccccc32)cc1	-14%	-12%	3%	-2%	9%	4%	0%	-6%
14	Cc1ccc(S(=O)(=O)NNC(=O)C2CCN(S(=O)(=O)c3ccc(C)cc3)CC2)cc1	-22%	-3%	-8%	?	6%	3%	0%	-4%
15	O=C(NO)c1ccccc1C(F)(F)F	?	-5%	-2%	12%	-12%	2%	9%	-2%
16	CC(=O)Nc1ccc(NC(=O)CC2Nc3cccc4cccc(c34)NC2=O)cc1 (stereo not given)	?	-2%	-2%	-9%	-7%	-11%	13%	-10%
17	CC(C)N1CCN(Cc2cc(F)ccc2-n2cccn2)CC1CCO (stereo not given)	7%	0%	5%	9%	.	1%	-5%	1%
18	COc1ccc2c(C)cc(=O)[nH]c2c1	2%	1%	-2%	-4%	17%	4%	7%	?
19	CCc1nc(C)cn1S(=O)(=O)c1cc([N+](=O)[O-])ccc1Cl	-8%	-1%	4%	7.9µM*	-43%[inhibitor]	5%	12%	6%
20	CN(Cc1cccnc1)Cc1cn(C)nc1-c1ccc(Oc2ccccc2)cc1	11%	-16%	?	?	.	-6%	-10%	2%
21	COc1c(C)cccc1C(=O)Nc1ccc(N2CCOCC2)c(Cl)c1	16%	-10%	-1%	-12%	11µM*	-4%	-1%	2%
22	COc1cccc(CC2(CO)CCN(Cc3cccn3-c3cccnc3)CC2)c1	2%	-13%	6%	2%	-17%	-13%	25%	-2%
23	O=C(CCCN1C(=O)CCC1=O)Nc1ccc2c(c1)OCO2	4%	5%	-1%	6%	-10%	2%	-6%	6%
24	Cn1nc(C(F)(F)F)c2cc(C(=O)NC3CC3)sc21	1%	0%	0%	0%	5%	3%	-1%	5%
25	Brc1ccc2cccnc2c1	-6%	-10%	9%	13%	0%	1%	1%	-7%
26	COC(=O)c1nn(-c2ccccc2)c(Sc2ccc(Cl)cc2)c1/C=N/O	9%	-6%	?	?	-28%	0%	-3%	5%
27	NS(=O)(=O)c1ccc(CNC(=O)/C=C/c2c(Cl)cccc2Cl)cc1	1%	-6%	?	-3%	36%	1%	10%	1%
28	CCOC(=O)c1c(-c2ccc(C)s2)csc1NC(=O)c1ccco1	-6%	0%	0%	-5%	-25%	6%	2%	11%
29	Cc1onc(-c2ccccc2)c1C(=O)Nc1cccc2nsnc12	4%	3%	12%	?	-6%	6%	0%	?
30	O=C(CC1CCCCC1)NCc1nc(-c2ccccc2)no1	5%	7%	.	.	.	10%	-5%	-5%
31	C=CCSc1nc(C)c(Cc2cccc3ccccc23)c(=O)[nH]1	3%	-4%	12%	?	-10%	-1%	-8%	-11%
32	CCOC(=O)c1nn(-c2ccc(OCC)cc2)c2nc(-c3cccc(OC)c3)c(C#N)c(=O)n12	4%	5%	?	?	.	6%	3%	-3%
33	Cc1ccccc1NC(=S)N(CCCN1CCCCC1)Cc1ccco1	4%	-7%	-6%	9%	0%[1.84 µM]	-12%	10%	6%
34	CC(Oc1cccc(F)c1)C(=O)/C=C\N(C)C (stereo not given)	1%	-2%	11%	-5%	-5%	1%	-8%	3%
35	C/C(=N\OC(=O)c1ccc(Cl)c(Cl)c1)c1sc(C)nc1C	7%	0%	0%	8%	-10%	0%	8%	-5%
36	Cc1ccnc(NC(=O)CCC(=O)N(CC(=O)NC2CCCCC2)Cc2ccc3c(c2)OCO3)c1	-3%	-1%	4%	-12%	6%	1%	2%	1%
37	C/C(=N\NC(=O)C1CC1)c1cccnc1	2%	-6%	-5%	2%	?	5%	0%	12%
38	S=C1c2ccccc2CN1c1ccccc1	4%	-5%	-8%	6%	?	2%	-2%	-1%
39	CC[n+]1c(C)sc2c(C)cc(C)cc21	5%	-4%	-2%	13%	11%	6%	2.5µM*	-14%
40	Cc1noc(C)c1C(=O)Nc1nc(C23CC4CC(CC(C4)C2)C3)cs1	-7%	-7%	-9%	?	-11%	-3%	2%	4%
41	Cc1ccc2[nH]cc(CCNC(=O)c3cccnc3)c2c1	4%	-7%	?	-4%	-4%	-6%	2%	5%
42	CCOC(=O)c1c(C)n(CCO)c2ccc(O)cc12	-25%	2%	3%	6%	-5%	-13%	-7%	2%
43	CCn1c(SCC(=O)NCC2CCCO2)nc2c(c1=O)SC(C)C2 (stereo not given)	4%	-1%	-1%	0%	7%	-6%	3%	5%
44	CC1(C(=O)NC2CCCCCC2)CCC(=O)N1Cc1ccc2c(c1)OCO2 (stereo not given)	-2%	4%	-14%	-7%	-5%	5%	5%	2%
45	Cc1cccc(N2C(=O)CN=C2Nc2nc(C)cc(C)n2)c1	-1%	0%	-17%	6%	-2%	2%	-1%	7%
46	NS(=O)(=O)c1ccc(CNC(=O)/C=C/c2ccccc2[N+](=O)[O-])cc1	-3%	-9%	2%	-7%	-28%	-4%	2%	-3%
47	O=C(Cc1cccs1)NC1C(=O)N2C(C(=O)[O-])=C(C[n+]3ccccc3)CSC12 (stereo not given)	.	-9%	.	28µM*	-2%	17%	18%	?
48	O=C(COc1cccc2ccccc12)NNC(=O)c1cnccn1	0%	7%	7%	7%	4%	-1%	5%	?
49	O=C1C(=O)N(CNc2ccccn2)c2ccccc21	-1%	-6%	-9%	3.2µM*	4%	-2%	14%	0%
50	Cc1ccc(-n2nnnc2SCC(=O)c2c(N)n(CC(C)C)c(=O)n(C)c2=O)cc1	-1%	-4%	4%	-13%	3%	1%	13%	5%

(next part)
item	SMILES	GAA glycogen mod	aGlu spleen mod	GAA inh	ALDH1A1 block	SMN2 splice up	aGal spleen mod	RGS12 GoLoco inh	KDM4E inh
51	CC(=O)Nc1cccc2c1C(=O)N(c1ccccc1C)C2=O	-2%	4%	2%	-10%	-1%	0%	8%	-1%
52	CCCc1cc(=O)[nH]c(SCC(=O)N2CCN(S(=O)(=O)c3ccc(Cl)cc3)CC2)n1	-1%	-4%	-3%	?	-12%	0%	2%	6%
53	Cc1nnsc1Sc1cccc(C(F)(F)F)c1	7%	3%	-7%	-1%	-7%	2%	-11%	1%
54	COc1ccccc1N(C(C)=O)c1nc(C)cc(C)c1C#N	6%	4%	-5%	3%	23%	-9%	-1%	9%
55	N#Cc1c(/N=C/c2cccs2)sc2c1CCC2	?	-3%	7%	?	18µM*	7%	-4%	-2%
56	C#CCNc1ccc([N+](=O)[O-])cc1	5%	-2%	6%	-11%	-4%	-17%	4%	2%
57	Cc1ccccc1OCc1n[nH]c(=S)n1Cc1ccccc1	-27%	7%	-8%	-13%	-2%	5%	5%	6%
58	CN1CC(c2ccc(C#N)cc2)C2(COc3ccccc3C2=O)C12C(=O)Nc1ccccc12 (stereo not given)	-13%	-11%	-3%	?	-2%	7%	2%	0%
59	CC(C)Cn1cnc2c(c(-c3ccccc3)c(-c3ccccc3)n2Cc2ccco2)c1=N	3%	3%	?	3%	17%	-2%	14%	8%
60	C=CCNS(=O)(=O)c1ccc(OCC(=O)OCC)cc1	-13%	1%	-3%	13%	?	1%	-9%	7%
61	CCn1c(SCc2ccccc2Cl)nc2ccccc21	-5%	-5%	-2%	8%	?	-1%	7%	-9%
62	COC(=O)CSC1=C(C#N)C(c2ccccc2)CC(=O)N1 (stereo not given)	-1%	-1%	-8%	16µM*	-56%[inhibitor]	0%	-11%	0%
63	COc1ccc(/C=N/NC(=O)CCn2nc(C)cc2C)cc1O	-11%	-1%	.	.	.	-4%	-3%	-14%
